# Source: PubChem (The Scripps Research Institute Molecular Screening Center)
# TAAR1 ag: human TAAR1 agonism; Q96RJ0; CHO RD-HGA16 TAAR1, Fluo-8 calcium fluorescence; vehicle wells 0%, saturating PEA agonist 100%; activation, % at 3 µM; 0.99% of 360,000 active;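 active = activation above the mean activation of all test compounds in the run plus 3 SD, cut at about 38% in these data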
# Target sequence (Q96RJ0 whole entry, looked up): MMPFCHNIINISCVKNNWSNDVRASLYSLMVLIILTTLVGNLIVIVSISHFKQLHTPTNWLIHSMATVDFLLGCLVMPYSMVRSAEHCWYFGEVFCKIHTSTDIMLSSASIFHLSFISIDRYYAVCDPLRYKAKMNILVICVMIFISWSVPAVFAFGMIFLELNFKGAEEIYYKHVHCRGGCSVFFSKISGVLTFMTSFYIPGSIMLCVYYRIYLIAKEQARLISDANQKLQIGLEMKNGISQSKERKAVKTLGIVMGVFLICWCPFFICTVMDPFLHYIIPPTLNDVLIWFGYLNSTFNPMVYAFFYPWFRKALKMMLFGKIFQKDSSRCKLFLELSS
#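 System: CHO RD-HGA16 cells carrying human TAAR1 plus Gα16; Incubation: 17-24 h seeding, 75 min 37 °C dye, 30 min RT; Measured by: Fluo-8 fluorescence, 5 s baseline then 140 s kinetic read; Control set: DMSO and PEA EC100; Replication: single well for each compound.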
# CHRM1 PAM: potentiates human M1 receptor response to acetylcholine; activation, % at 3 µM; CHO-K1 hM1, Fluo-8 calcium fluorescence, ACh EC20; 0% = ACh EC20, 100% = maximal ACh; 0.088% of 360,000 active; AID 588819; P11229; in the data active = activation above about 19%, passing the limit was not always enough
# Target sequence (P11229 whole entry, looked up): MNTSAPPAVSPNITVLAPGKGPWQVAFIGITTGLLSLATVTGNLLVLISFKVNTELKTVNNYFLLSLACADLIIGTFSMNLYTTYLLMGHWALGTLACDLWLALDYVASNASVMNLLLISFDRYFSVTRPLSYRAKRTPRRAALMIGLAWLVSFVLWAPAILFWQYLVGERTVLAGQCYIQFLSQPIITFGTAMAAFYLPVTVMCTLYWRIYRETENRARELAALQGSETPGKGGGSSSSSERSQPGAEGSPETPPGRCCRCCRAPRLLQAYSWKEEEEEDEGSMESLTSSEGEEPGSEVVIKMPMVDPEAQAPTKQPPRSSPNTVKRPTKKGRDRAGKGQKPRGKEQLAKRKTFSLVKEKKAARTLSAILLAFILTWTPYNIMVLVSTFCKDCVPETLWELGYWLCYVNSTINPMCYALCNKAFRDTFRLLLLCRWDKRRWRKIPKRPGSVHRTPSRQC
# CHO-K1 Ca antag: counter-screen for M1 antagonists: effect in parental CHO-K1 cells. 0.6% of 360,000 active. ATP-induced calcium, Fluo-8 fluorescence. inhibition, % at 3 µM;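 active = inhibition above a per-plate cutoff, the plate's mean sample inhibition plus 3 SD, cut at about 24% in these data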;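 note: 0% = DMSO plus EC80 ATP and 100% = DMSO alone without ATP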
# M1 ag: activates human CHRM1 receptor; P11229; CHO-K1 hM1, Fluo-8 calcium fluorescence, agonist mode; 0% DMSO, 100% acetylcholine EC100; activation, % at 3 µM; 0.33% of 360,000 active;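 active = activation above the run's mean compound activation plus 3 SD, cut at about 16% in these data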;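 note: peak over basal fluorescence ratio within a 140 s kinetic read after compound addition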
# TAAR1 antagonist: human TAAR1 antagonism | 1.5% of 360,000 active | CHO RD-HGA16 TAAR1, Fluo-8 calcium fluorescence, antagonist | inhibition, % at 3 µM | AID 624466 | Q96RJ0;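 active = inhibition above a per-plate cutoff, the mean inhibition of test compounds on that plate plus 3 SD, cut at about 49% in these data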;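 note: 0% = DMSO plus EC80 beta-PEA response and 100% = DMSO alone without agonist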
#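 System: CHO RD-HGA16 cells bearing hTAAR1. Reagent: EC80 β-phenethylamine stimulus. Schedule: seeding 17-24 h prior, 75-min 37 °C, 30-min RT dye loading. Signal: Fluo-8 intracellular calcium dye fluorescence, real-time kinetic reads. Read-out: % inhibition from peak post-agonist over basal fluorescence ratio. Benchmarks: vehicle wells and EC80 agonist wells. Replicates: n of 1.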
# M1 PAM parental: nonselective activator or artifact in parental CHO-K1 calcium assay | 0.02% of 360,000 active | activation, % at 3 µM | ATP EC20, Fluo-8 calcium fluorescence; 0% at ATP EC20, 100% at ATP max;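 active = activation above the run cutoff, the mean activation of all test compounds plus 3 SD, cut at about 40% in these data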;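 note: peak over basal fluorescence ratio in a 140 s read after ATP addition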
# M1 ag parental: nonselective activator or artifact in parental CHO-K1 cells. AID 602248. 0.48% of 360,000 active. Fluo-8 calcium fluorescence; scaled to maximal ATP response, vehicle zero. activation, % at 3 µM; in the data active = activation above about 15%;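 note: untransfected CHO-K1 host cells lacking M1 receptor as counterscreen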
# CHRM1 antagonist: blocks human M1 muscarinic receptor | P11229 | CHO-K1 hM1, Fluo-8 calcium fluorescence, ACh EC80 antagonist | inhibition, % at 3 µM | 1.3% of 360,000 active | AID 588852;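 active = percent inhibition above its own plate's cutoff, namely the mean of that plate's compound wells plus 3 SD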;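 note: peak over basal fluorescence ratio during 140 s after agonist addition; 0% = ACh EC80 plus DMSO and 100% = DMSO alone without agonist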
# CHO parental Ca: counter-screen: ATP calcium response change in parental CHO cells. inhibition, % at 5.6 µM. AID 463079. 0.63% of 330,000 active. parental CHO-K1, ATP-induced calcium, Fluo-8 fluorescence;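 active = inhibition above that plate's mean sample inhibition plus 3 SD, cut at about 26% in these data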;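 note: 0% = ATP-challenged DMSO wells and 100% = DMSO wells without ATP; some compounds past the cut are filed as inactive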
#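 Assay system: untransfected parental CHO cell line. Also added: ATP agonist challenge. Dosing: one dose, 5.6 µM nominal. Measured by: Fluo-8 fluorescence. Read-out: % inhibition. Benchmarks: ATP wells versus no-ATP DMSO wells. Repeats: no replicates.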
# * hit, by the source's call; . = not tested or not shown.
SMILES,TAAR1 ag,CHRM1 PAM,CHO-K1 Ca antag,M1 ag,TAAR1 antagonist,M1 PAM parental,M1 ag parental,CHRM1 antagonist,CHO parental Ca
COc1ccnc(Oc2ccc(F)cc2)c1C(=O)N/C=N/OCc1ccc(F)cc1,49*,-7,-16,16,19,9,6.1,-5,-7
COC(=O)c1cc(S(=O)(=O)NCc2cccc(OC)c2)cn1C,3,6,4,-2,-11,19,0.2,-10,-14
COc1ccc(CC(=O)NNC(=O)CSc2nc(C)c(C)c(=O)[nH]2)cc1,1,7,0,-5,-14,12,0.7,-3,-13
CC(=O)CCc1oc2ccc([N+](=O)[O-])cc2c1-c1ccc(C)o1,9,7,1,-6,6,21,0.9,-2,2
Cc1ccc(NC(=O)CN(C)C(=O)COc2cccc3ccc(C)nc23)cc1,11,4,-1,-9,-5,-13,-0.5,3,-12
O=C(c1cc(-c2cccc(O)c2)on1)N1CCN(C(c2ccccc2)c2ccccc2)CC1,1,2,-1,-9,31,17,1.4,-8,20
CCOc1c(OC)cccc1C(=O)NCC1(c2ccccc2)CCCC1,5,-2,-9,-3,1,3,-0.1,-2,-10
CO/N=C/C(=N\Nc1ccc(C)cc1)C(=O)c1ccc(OC)cc1,4,3,0,-3,-5,3,-0.1,-4,-11
COCCN(CC1CCCN(C2Cc3ccccc3C2)C1)C(=O)c1cccs1 (stereo not given),-1,-4,-11,-12,-6,21,0.8,-7,-21
CS(=O)(=O)N1CCC(C(=O)Nc2ccc(F)cc2F)CC1,3,2,-11,-1,18,18,0.5,-19,1
CS(=O)(=O)c1ccc(Cl)c(C(=O)OCC(=O)NC2CCCCCCC2)c1,-2,7,-17,-3,12,2,2.9,-9,-12
CCc1ccc(N2CC(C(=O)NCCC3=CCCCC3)CC2=O)cc1 (stereo not given),-3,3,6,-1,-39,2,8.0,-18,-8
C/C=C/C(=O)Nc1cccc(C2=NOC3(C2)C[C@H](C(N)=O)N(C(=O)/C=C/C)C3)c1 (stereo not given in full),3,-4,-5,-5,7,1,0.7,12,-12
C[C@H]1CN=C(N(C)C)N1CC1CCC(C(C)(C)C)CC1 (stereo not given in full),7,-32,-17,-10,-12,16,1.9,51*,-10
CC(C)CCC(=O)N1CCOC1=O,9,1,-4,-5,-6,3,-0.1,11,-9
CCCCN(C(=O)c1cc(CC)c(C)s1)c1c(N)n(CC(C)C)c(=O)[nH]c1=O,-1,-1,8,-2,2,-1,-0.3,4,-22
Cc1cccc(C)c1-n1c(C)nn(CC#N)c1=O,3,6,-2,0,-8,-5,-0.5,-4,-5
CCC(=O)Nc1ccc2c(c1)C(=O)c1ccccc1C2=O,2,4,-39,-3,4,18,4.6,-1,-6
COc1ccc(NC(=O)COC(=O)Cc2cccs2)cc1Cl,8,8,-9,-1,-28,16,1.3,-6,.
CCOC(=O)c1c(C)c(C(=O)NCC2CCCO2)c(C)n1CC (stereo not given),.,4,-14,-6,.,8,0.2,-7,0

# Compound profiles (already shown). Screens in order: TAAR1 ag, CHRM1 PAM, CHO-K1 Ca antag, M1 ag, TAAR1 antagonist, M1 PAM parental, M1 ag parental, CHRM1 antagonist, CHO parental Ca
# Record of CC(C)CCC(=O)N1CCOC1=O : 9, 1, -4, -5, -6, 3, -0.1, 11, -9
# Record of Cc1cccc(C)c1-n1c(C)nn(CC#N)c1=O : 3, 6, -2, 0, -8, -5, -0.5, -4, -5
# Record of COc1ccc(NC(=O)COC(=O)Cc2cccs2)cc1Cl : 8, 8, -9, -1, -28, 16, 1.3, -6, .

# (continued)
SMILES,TAAR1 ag,CHRM1 PAM,CHO-K1 Ca antag,M1 ag,TAAR1 antagonist,M1 PAM parental,M1 ag parental,CHRM1 antagonist,CHO parental Ca
Cc1ccc(NC(=O)C2CC(O)CN2C(=O)OCc2ccccc2)c(C)c1 (stereo not given),-2,3,-14,-7,-9,6,-0.5,-1,-5
CCc1noc(C)c1C(=O)OCC(=O)NCc1ccc(Cl)cc1,0,9,-16,-3,-30,15,-1.0,-2,-24
CCc1[nH]c(=O)[nH]c1C(C)S(=O)(=O)c1ccc(C)cc1 (stereo not given),2,17,-5,-8,-4,20,0.5,-12,0
O=C(NCCc1ccccc1)C1CCCN(S(=O)(=O)c2cccs2)C1 (stereo not given),4,7,-8,-4,-32,20,0.8,-10,-14
COc1ccc(NC(=O)c2c(NC(=O)CNCc3ccco3)sc3c2CCC3)cc1,5,4,0,-5,35,19,1.3,-4,-3
O=S1(=O)CCN(C2CCCC2)CC1,0,1,-9,-1,-7,25,1.0,-3,.
O=C(OCC(=O)N(CCc1ccccc1)Cc1ccccc1)c1ccccc1[N+](=O)[O-],1,-5,-7,-3,71*,-19,1.5,8,-11
Cn1c(=O)n(C)c2cc(NS(=O)(=O)c3ccc(C(C)(C)C)cc3)ccc21,5,-3,7,0,16,9,11,7,11
O=C(NCCC(=O)N1CCN(c2ccccn2)CC1)c1ccc([N+](=O)[O-])cc1,7,10,-14,-5,-21,20,0.8,-8,-10
CCCCN(C(=O)CCCSc1nc2ccccc2[nH]1)c1c(N)n(Cc2ccccc2)c(=O)[nH]c1=O,1,6,5,-1,-20,-17,-0.3,-10,-12
Cc1ccccc1C(=O)N/N=C/c1ccncc1,10,6,-8,-5,7,18,0.7,-9,-11
COC(=O)C(Cc1ccccc1)NS(=O)(=O)c1ccc(F)cc1Br (stereo not given),0,6,1,0,2,-14,-0.7,2,-5
O=C(CSc1nc(-c2ccccc2)cc(=O)[nH]1)NCc1ccc2c(c1)OCO2,-1,9,-1,-2,18,8,0.1,-40,-12
Cc1ccc(C)c(C(=O)CSc2nnc(C)s2)c1,6,8,-3,-13,7,7,0.6,-8,-10
CCCn1c(=NC(C)=O)c(C(=O)OCC)cc2c(=O)n3ccccc3nc21,0,8,-16,-5,-34,16,0.2,-7,-14
COc1cc(/C=C/c2[nH]c(=O)[nH]c(=O)c2[N+](=O)[O-])ccc1OCCC(C)C,2,-6,-5,-2,4,5,0.5,4,-13
COc1cccc2c1OCC1COc3c(c(=O)n(C)c(=O)n3C)C21 (stereo not given),2,5,7,0,2,2,0.1,-2,9
Cc1ccc(OCc2nnc(SCC(=O)NC3CCCCC3)n2C)cc1,0,4,-9,-4,-17,12,0.0,-4,-25
O=C(NCc1ccccc1C(F)(F)F)c1cccc2c1C(=O)c1ccc(N3CCCCC3)cc1S2(=O)=O,13,8,-4,0,37,13,0.4,-5,-21
COc1ccc(-c2ccc(-c3nc4c(c(=O)[nH]c(=O)n4Cc4ccccc4)n3C)o2)c([N+](=O)[O-])c1,0,-1,4,-6,-29,14,0.3,-2,-5

# Taken from above:
# TAAR1 ag result of Cc1ccc(NC(=O)CN(C)C(=O)COc2cccc3ccc(C)nc23)cc1 stands at 11
# CHO parental Ca result of C/C=C/C(=O)Nc1cccc(C2=NOC3(C2)C[C@H](C(N)=O)N(C(=O)/C=C/C)C3)c1 (stereo not given in full) stands at -12
# M1 ag result of CCOC(=O)c1c(C)c(C(=O)NCC2CCCO2)c(C)n1CC (stereo not given) stands at -6
# CHO parental Ca result of CO/N=C/C(=N\Nc1ccc(C)cc1)C(=O)c1ccc(OC)cc1 stands at -11

# Continuation:
SMILES,TAAR1 ag,CHRM1 PAM,CHO-K1 Ca antag,M1 ag,TAAR1 antagonist,M1 PAM parental,M1 ag parental,CHRM1 antagonist,CHO parental Ca
CS(=O)(=O)N(CC(=O)NCCSCc1ccccc1)c1ccccc1F,0,3,-1,1,3,-6,0.6,0,-6
CC12CCC(C(=O)Nc3ccc(Cl)cc3)([C@H](Br)C1=O)C2(C)C (stereo not given in full),5,3,-3,-6,-10,12,1.2,-15,-16
COc1cccc(-c2ccc(NC(=O)C3CCCN(Cc4cnc(C)s4)C3)cc2)c1 (stereo not given),5,-4,-7,-2,12,-3,6.9,3,-6
Cc1nn(C(C)(C)C)c(C)c1/C=N/OC(=O)Nc1ccc(Cl)cc1,12,0,2,1,-7,-18,7.6,2,2
COc1cc(C(=O)NCC2(c3ccccc3)CCCC2)ccc1OC(C)C,1,-5,-13,-8,-14,18,-0.5,8,-24
O=C(COC(=O)c1ccc(Cl)nc1)NC(=O)c1ccccc1,6,16,3,-2,-8,-16,0.4,-22,-4
COc1cccc(C(=O)NCC(=O)N/N=C/c2ccc3c(c2)OCO3)c1,1,2,-9,-6,-3,12,0.8,-2,-8
O=C1c2ccccc2C(c2nnnn2Cc2ccccc2)N1C1CC1 (stereo not given),3,.,-29,.,-4,22,1.1,.,.
CCN1CCN(c2ccc(NC(=O)COc3ccccc3Cl)cc2)CC1,5,-15,3,-5,9,-5,-0.2,32*,-14
CCn1c(C)cc(C)c(C#N)c1=O,0,18,-8,0,-6,18,0.9,-16,5

# Just CHRM1 antagonist and M1 PAM parental, for some of the entries so far:
smiles	CHRM1 antagonist	M1 PAM parental
COc1cccc(C(=O)NCC(=O)N/N=C/c2ccc3c(c2)OCO3)c1	-2	12
CC12CCC(C(=O)Nc3ccc(Cl)cc3)([C@H](Br)C1=O)C2(C)C (stereo not given in full)	-15	12

# Continued.
SMILES,TAAR1 ag,CHRM1 PAM,CHO-K1 Ca antag,M1 ag,TAAR1 antagonist,M1 PAM parental,M1 ag parental,CHRM1 antagonist,CHO parental Ca
CC1CC(C)(C)CC2(C1)NC(=O)N(CC(=O)Nc1nccs1)C2=O (stereo not given),6,0,0,-1,9,6,0.3,4,-17
COc1ccc(N/C=C/c2nc(SC)nnc2C)cc1,11,1,-4,-7,-8,14,4.7,0,-15
Cc1ccccc1CN(CC(=O)Nc1cccc([N+](=O)[O-])c1)S(=O)(=O)c1ccc(Cl)cc1,7,-11,11,-7,34,7,1.1,7,6
COC(=O)C1=CN(c2cccc(C)c2)C=C(C(=O)OC)C1c1cc(OC)c(O)c([N+](=O)[O-])c1,3,5,-5,-6,-1,7,-1.2,-14,-27
O=C1Nc2ccccc2C1Cc1ccccc1 (stereo not given),0,4,-6,-3,-6,19,1.8,-7,-14
